Source: PubChem BioAssay (Dana-Farber Cancer Institute and Novartis Institutes for BioMedical Research (Cambridge, Mass))
OTUD3 block = inhibitors of human OTUD3 deubiquitinase. OTU domain-containing protein 3 (Homo sapiens), Q5T2D3. 47,000 tested, 0.7% active. AID 1645858, 2021. inhibition, % at 25 µM. purified OTUD3, Ub-rhodamine fluorescence, 2 h
USP7 block = inhibitors of human USP7 deubiquitinase; purified USP7, Ub-rhodamine cleavage fluorescence; inhibition, % at 20 µM; 47,000 tested, 0.3% active
USP8 block = inhibitors of human USP8 deubiquitinase; Ubiquitin carboxyl-terminal hydrolase 8 (Homo sapiens), P40818; purified USP8, Ub-rhodamine cleavage fluorescence, 30 min; inhibition, % at 20 µM; 47,000 tested, 4.2% active
Target sequence (P40818 whole entry, looked up): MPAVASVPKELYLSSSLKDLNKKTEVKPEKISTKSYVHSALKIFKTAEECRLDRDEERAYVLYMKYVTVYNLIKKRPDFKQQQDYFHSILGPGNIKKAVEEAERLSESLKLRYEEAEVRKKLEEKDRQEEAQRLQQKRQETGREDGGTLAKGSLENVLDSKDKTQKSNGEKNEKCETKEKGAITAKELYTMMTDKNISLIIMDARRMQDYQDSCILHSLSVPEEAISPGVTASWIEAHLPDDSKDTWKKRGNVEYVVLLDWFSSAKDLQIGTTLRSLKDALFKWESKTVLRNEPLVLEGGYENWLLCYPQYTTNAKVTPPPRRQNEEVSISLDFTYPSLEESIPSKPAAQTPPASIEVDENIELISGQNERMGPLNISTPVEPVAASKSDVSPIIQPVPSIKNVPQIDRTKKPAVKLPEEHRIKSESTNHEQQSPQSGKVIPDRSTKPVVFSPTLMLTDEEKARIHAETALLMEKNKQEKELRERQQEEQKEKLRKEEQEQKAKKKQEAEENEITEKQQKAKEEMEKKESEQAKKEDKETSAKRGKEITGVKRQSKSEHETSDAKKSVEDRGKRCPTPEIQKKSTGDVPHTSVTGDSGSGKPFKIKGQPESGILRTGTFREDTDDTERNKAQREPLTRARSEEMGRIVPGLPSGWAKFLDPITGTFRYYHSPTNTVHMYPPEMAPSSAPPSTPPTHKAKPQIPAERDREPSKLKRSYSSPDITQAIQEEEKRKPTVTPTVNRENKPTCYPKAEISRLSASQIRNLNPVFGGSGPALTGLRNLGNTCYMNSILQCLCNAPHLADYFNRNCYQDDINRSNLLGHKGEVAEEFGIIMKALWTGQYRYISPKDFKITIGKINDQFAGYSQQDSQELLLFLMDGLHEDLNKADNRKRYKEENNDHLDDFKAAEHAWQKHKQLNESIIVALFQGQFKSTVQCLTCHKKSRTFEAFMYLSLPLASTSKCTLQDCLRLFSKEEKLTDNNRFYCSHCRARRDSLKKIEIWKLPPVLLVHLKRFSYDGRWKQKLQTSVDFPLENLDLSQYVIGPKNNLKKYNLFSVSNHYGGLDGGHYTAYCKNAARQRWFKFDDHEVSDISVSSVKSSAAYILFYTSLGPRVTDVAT
USP10 block = inhibitors of human USP10 deubiquitinase | Ubiquitin carboxyl-terminal hydrolase 10 (Homo sapiens), Q14694 | purified USP10, Ub-rhodamine fluorescence, 60 min | inhibition, % at 20 µM | 47,000 tested, 1.1% active | AID 1645856, 2021
USP30 inh = inhibitors of human USP30 deubiquitinase; Ubiquitin carboxyl-terminal hydrolase 30 (Homo sapiens), Q70CQ3; purified USP30, Ub-rhodamine cleavage fluorescence; inhibition, % at 25 µM; 47,000 tested, 5.3% active; AID 1645860, 2021
UCHL1 inh = inhibitors of human UCHL1 deubiquitinase. Ubiquitin carboxyl-terminal hydrolase isozyme L1 (Homo sapiens), P09936. purified UCHL1, Ub-rhodamine cleavage fluorescence. inhibition, % at 20 µM. 47,000 tested, 0.2% active. AID 1645859, 2021
USP17 inh = inhibitors of human USP17 deubiquitinase | 47,000 tested, 6.5% active | AID 1645855, 2021 | purified USP17, Ub-rhodamine cleavage fluorescence, 3 h | inhibition, % at 50 µM
USP28 block = inhibitors of human USP28 deubiquitinase | Ubiquitin carboxyl-terminal hydrolase 28 (Homo sapiens), Q96RU2 | purified USP28, Ub-rhodamine cleavage fluorescence, 30 min | inhibition, % at 25 µM | 47,000 tested, 3% active | AID 1645857, 2021
The depositor's hits bear a star; · = no result given. Cut-off read from the data, not from the text of the source: active = inhibition above about 30%; inactive = the rest.

SMILES	OTUD3 block	USP7 block	USP8 block	USP10 block	USP30 inh	UCHL1 inh	USP17 inh	USP28 block
CC(C)C12CN3CC(C(C)C)(CN(C1)C3c1ccc([N+](=O)[O-])o1)C2=O (stereo not drawn)	25	-3	-80	0	17	4	17	11
COc1ccc(NC(=O)c2ccnc(Nc3ccc(OC)cc3)c2)cc1	-7	-9	25	1	-38	1	69*	0
O=C(Nc1cc(Cl)ccc1NCc1ccccc1)c1cc(=O)[nH]c2ccccc12	-15	0	44*	-3	-100	-2	-22	-16
CCC(=O)Nc1c(C)noc1/C=C\c1ccc(S(=O)(=O)Nc2cccc(OC)c2)cc1	0	0	12	2	-8	2	0	-2
COc1ccc(C(CNC(=O)c2cc3ccccc3o2)N2CCCC2)cc1 (stereo not drawn)	1	-2	14	-7	0	1	1	5
CN(C)C1(CNC(=O)C2CCN(S(=O)(=O)c3ccc4c(c3)OCCO4)CC2)CCCCC1	0	-1	2	2	0	-4	-1	-9
O=C(c1cccs1)N1CCN(c2ccc(Nc3ccncc3)nn2)CC1	-4	-6	-4	-3	-20	-5	·	-7
COC(=O)C1Cc2ccccc2CN1Cc1c(O)ccc2ccccc12 (stereo not drawn)	6	1	11	2	-12	0	0	-11
Cc1c(Cl)c([N+](=O)[O-])nn1CCCC(=O)NC(C)c1ccccc1 (stereo not drawn)	-6	-93	-133	-1	-25	-1	-29	-8
Cc1cccc(C(=O)N2CCN(C3CCCCC3)CC2)c1	25	5	18	-2	22	2	10	18
COc1ccc(CNC(=O)c2cc3ccccc3cc2OC)cc1OC	-7	-2	-4	0	-12	-1	-10	-9
Cc1ccc(NC(=O)NCc2nnnn2-c2ccccc2)cc1C	2	-1	0	1	3	1	-3	5
CC(NC(=O)Cn1c(=O)n(-c2ccccc2)c2ncccc21)c1ccccc1 (stereo not drawn)	-7	-10	1	-6	-32	-10	0	-5
Cc1ccc2c(CN3CCN(c4ccc(O)cc4)CC3)cc(=O)oc2c1C	0	1	29	11	8	-1	30	12
COc1ccc(CCN2CN=C(Nc3nc4ccccc4s3)NC2)cc1OC	-5	4	9	1	-13	4	-5	0
O=C(COC(=O)c1ccc(CN2CCCC2=O)cc1)c1ccc2c(c1)OCCO2	-5	-6	-22	-4	-25	-3	9	90*
O=S(=O)(c1ccc2c(c1)OCCO2)N1CCCCC1c1cccnc1 (stereo not drawn)	-29	-16	-21	-8	-120	-17	-29	-36
Cc1cc(C)cc(NC(=O)c2cnn(-c3ccccc3)c2-n2cccc2)c1	-4	7	6	6	6	4	7	6
CC1CCN(c2ccc3nnc(CCC(=O)NCC4CCCO4)n3n2)CC1 (stereo not drawn)	2	0	0	0	-6	-1	-4	-7
CC(C)c1nc2ccccc2c2nn(CC(N)=O)c(=O)n12	3	2	-1	1	18	1	8	6

An excerpt of the results above, as a working copy:
SMILES	OTUD3 block	USP7 block	USP8 block	USP10 block	USP30 inh	UCHL1 inh	USP17 inh	USP28 block
CC(C)C12CN3CC(C(C)C)(CN(C1)C3c1ccc([N+](=O)[O-])o1)C2=O (stereo not drawn)	25	-3	-80	0	17	4	17	11
COc1ccc(NC(=O)c2ccnc(Nc3ccc(OC)cc3)c2)cc1	-7	-9	25	1	-38	1	69*	0
O=C(Nc1cc(Cl)ccc1NCc1ccccc1)c1cc(=O)[nH]c2ccccc12	-15	0	44*	-3	-100	-2	-22	-16
CCC(=O)Nc1c(C)noc1/C=C\c1ccc(S(=O)(=O)Nc2cccc(OC)c2)cc1	0	0	12	2	-8	2	0	-2
COc1ccc(C(CNC(=O)c2cc3ccccc3o2)N2CCCC2)cc1 (stereo not drawn)	1	-2	14	-7	0	1	1	5
CN(C)C1(CNC(=O)C2CCN(S(=O)(=O)c3ccc4c(c3)OCCO4)CC2)CCCCC1	0	-1	2	2	0	-4	-1	-9
O=C(c1cccs1)N1CCN(c2ccc(Nc3ccncc3)nn2)CC1	-4	-6	-4	-3	-20	-5	·	-7
COC(=O)C1Cc2ccccc2CN1Cc1c(O)ccc2ccccc12 (stereo not drawn)	6	1	11	2	-12	0	0	-11
Cc1c(Cl)c([N+](=O)[O-])nn1CCCC(=O)NC(C)c1ccccc1 (stereo not drawn)	-6	-93	-133	-1	-25	-1	-29	-8
Cc1cccc(C(=O)N2CCN(C3CCCCC3)CC2)c1	25	5	18	-2	22	2	10	18
COc1ccc(CNC(=O)c2cc3ccccc3cc2OC)cc1OC	-7	-2	-4	0	-12	-1	-10	-9
Cc1ccc(NC(=O)NCc2nnnn2-c2ccccc2)cc1C	2	-1	0	1	3	1	-3	5
CC(NC(=O)Cn1c(=O)n(-c2ccccc2)c2ncccc21)c1ccccc1 (stereo not drawn)	-7	-10	1	-6	-32	-10	0	-5
Cc1ccc2c(CN3CCN(c4ccc(O)cc4)CC3)cc(=O)oc2c1C	0	1	29	11	8	-1	30	12
COc1ccc(CCN2CN=C(Nc3nc4ccccc4s3)NC2)cc1OC	-5	4	9	1	-13	4	-5	0
O=C(COC(=O)c1ccc(CN2CCCC2=O)cc1)c1ccc2c(c1)OCCO2	-5	-6	-22	-4	-25	-3	9	90*
O=S(=O)(c1ccc2c(c1)OCCO2)N1CCCCC1c1cccnc1 (stereo not drawn)	-29	-16	-21	-8	-120	-17	-29	-36
Cc1cc(C)cc(NC(=O)c2cnn(-c3ccccc3)c2-n2cccc2)c1	-4	7	6	6	6	4	7	6
CC1CCN(c2ccc3nnc(CCC(=O)NCC4CCCO4)n3n2)CC1 (stereo not drawn)	2	0	0	0	-6	-1	-4	-7
CC(C)c1nc2ccccc2c2nn(CC(N)=O)c(=O)n12	3	2	-1	1	18	1	8	6

(cont.)
SMILES	OTUD3 block	USP7 block	USP8 block	USP10 block	USP30 inh	UCHL1 inh	USP17 inh	USP28 block
COc1ccc(Cc2noc(C3(c4ccc(Cl)cc4)CCOCC3)n2)cc1	1	-1	2	9	0	4	4	0
O=C(c1ccc(F)cc1)N(c1ccccn1)c1ccccn1	9	5	0	-1	11	1	9	5
Cc1ccc(S(=O)(=O)N2CCCCC2)cc1NC(=O)COC(=O)c1ccc2c(c1)OCO2	-2	1	-8	5	-20	0	1	-9
CCc1ccc(NC(=O)C2CCCN(c3nnc4ccccn34)C2)cc1 (stereo not drawn)	5	2	13	0	13	1	4	11
FC(F)(F)c1cccc(C2(c3nc(Cc4ccccc4)no3)CCOCC2)c1	11	-6	13	4	0	9	2	12
Cc1nn(C)c(C)c1S(=O)(=O)N1CCN(C(=O)c2ccccc2F)CC1	1	-4	3	-1	-14	-1	-4	-6
O=C(Nc1cc(F)ccc1F)c1cnn2c3c(cnc12)CCCCC3	-8	3	-1	-1	-52	0	-13	-14
O=C(Nc1ccc(F)cc1F)Nc1nccn(-c2cccc(F)c2)c1=O	0	5	-2	6	4	-3	12	-2
O=C(Nc1ccc(-c2nnc3n2CCCCC3)cc1)c1ccc2c(c1)OCO2	7	2	-3	-3	2	1	-31	71*
O=C(CCCc1ccccc1)N1CCN(c2ccc(-c3ccc4c(c3)OCO4)nn2)CC1	9	5	16	6	30*	5	24	19
COc1cc(-c2ccno2)ccc1S(=O)(=O)Nc1ccccc1Cl	6	3	-158	3	-14	4	-12	60*
CC(=O)N1c2ccc(S(=O)(=O)NC3CCCC3)cc2CC1C (stereo not drawn)	-3	-1	0	-2	1	-2	-1	5
Cn1cc(-c2nccnc2CC2CCN(C(=O)OC(C)(C)C)C2)cn1 (stereo not drawn)	-3	-2	9	0	0	0	-10	-6
CN(C)C(=O)CN1CCC2(CCC(c3cccnc3)c3ccccc32)CC1 (stereo not drawn)	11	-1	-107	-2	11	-3	-18	2
Clc1ccccc1-c1cnc2sc(NCCc3ccccn3)nn12	3	11	-2	5	33*	9	13	28
CCC(C)CC[C@H]1[C@](C)(OC)CCC2[C@](C)(C(=O)O)CCC[C@@]21C (stereo partly drawn)	-8	-1	1	6	0	0	8	0
c1cn(-c2ccc(-c3nn[nH]n3)cc2)cn1	7	5	-2	-3	19	0	5	3
CC(C)NC(=O)N1CC[C@H]2N(S(C)(=O)=O)CC[C@@]2(C(=O)N2CCCC2)CC1	-5	5	-14	5	5	0	-9	-10
O=C(CC1C(=O)N(C2CCCC2)c2nc3ccccc3n21)Nc1ccc2c(c1)OCO2 (stereo not drawn)	5	-6	18	3	7	4	7	7
CCC(C(=O)OC)n1cnc2c(nnn2-c2ccccc2)c1=O (stereo not drawn)	0	0	-1	0	2	2	-1	-1
O=C(c1ccc(CN2C(=O)C3CCCN3C(=O)c3ccccc32)cc1)N1CCCCCC1 (stereo not drawn)	-7	-1	-1	0	-18	-5	-18	-15
Cc1c(Cl)cccc1NC(=O)c1cc(C(F)(F)F)n(C)n1	-1	-1	-2	4	-13	0	0	-3
CC(CC(=O)Nc1ccc(F)cc1)CC(=O)Nc1ccc(C(C)C)cc1 (stereo not drawn)	0	6	0	7	10	0	0	0
Cc1ccc(S(=O)(=O)c2cnc3ccccc3c2N2CCCCC2)cc1	2	4	3	5	15	5	2	5
COc1ccc(-c2nc(SCC(=O)NCc3ccco3)n[nH]2)cc1	-3	-4	-51	0	-22	-3	-13	-9
CC(=O)Nc1nc2ccc(CCC(=O)Nc3ccc(C)c(F)c3)cc2s1	11	-1	-198	1	6	0	28	14
CCn1c(Cn2cccn2)nc2cc(NC(=O)c3ccccc3C)ccc21	1	4	-2	2	-15	-1	-3	46*
Nc1nc(N2CCCC2)nc2c1CCN(Cc1ccc3ncccc3c1)C2	5	1	-7	0	·	1	-2	·
Nc1c(C(=O)CN2CCc3ccccc32)c(=O)[nH]c(=O)n1C1CC1	-63	-4	-37	-1	-262	-2	-62	-81
CO[C@@H]1C[C@@H](O)/C=C/C=C/C=C\[C@H](C)[C@@H]([C@@H](C)[C@@H](O)C[C@@H](C)O)OC(=O)/C=C/C=C\C=C/C(C)=C[C@@H](C)[C@@H](O)/C=C\C=C\c2coc(n2)[C@@H]1C	-19	-17	-116	-8	-115	-20	-14	-15
Cc1ccccc1-c1cncc(C2CCN(C(=O)c3cn[nH]c3C)CC2)n1	-1	-4	-6	0	-15	-1	-10	-8
O=C(NCc1cnc(C2CCCCO2)nc1)c1cccc2ncccc12 (stereo not drawn)	5	·	-4	0	5	0	3	6
Cc1noc(CNC(=O)c2cc(-c3ccco3)on2)n1	-11	-22	-7	-1	-163	1	-18	-29
CC(C(=O)NC1CCCC1)N1CCN(c2ccccn2)CC1 (stereo not drawn)	3	3	18	3	15	-1	5	7
COc1ccc(-n2nnc(C(=O)Nc3cccc(Cl)c3)c2C)cc1	9	4	8	4	12	6	5	8
CC(O)c1cc(-c2ccc(Cl)cc2Cl)no1 (stereo not drawn)	-2	-10	-3	3	-79	-4	0	-1
O=C(Nc1ccc(F)cc1F)c1cccc(S(=O)(=O)N2CCCCC2)c1	-6	-5	2	5	-41	1	-62	-14
O=C(c1cn(-c2cccc(Cl)c2)nn1)N1CCSCC1	0	-9	-2	0	-4	-3	-2	-6
COc1ccc(C(=O)N2CCOC(c3nc(C)cc(=O)[nH]3)C2)cc1F (stereo not drawn)	27	6	1	2	8	0	10	12
Cc1cc(Cl)ccc1OCCCC(=O)NCc1ccc(F)cc1	9	-21	-23	5	21	2	11	7
COc1ccccc1-c1noc2ncnc(N(Cc3ccco3)CC3CCCO3)c12 (stereo not drawn)	21	8	12	3	36*	4	18	17
CN1CCN(CCNC(=O)c2cc3cn(C4CCCC4)cc3s2)CC1	6	-5	-9	-4	-24	0	3	0
